Vif-APOBEC3F blk: qHTS for Inhibitors of Vif-A3F Interactions: qHTS; HeLa A3F-eYFP + Vif (tagged APOBEC3F with the HIV-1 protein that degrades it), YFP fluorescence increase; Potency, µM (series often up to 46.1 µM), inactives show top-dose activity, negative = active; 0.2% of 390,000 active; also: potency is read from the fitted curve at half-maximal effect; % of control where 0% means no effect; nearly all actives have a fitted effect of over 65% in size
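Fluorescence increase (Ex 488/Em 500-530) after overnight compound treatment at 37 deg C flags inhibition of Vif-driven A3F-eYFP loss in stable HeLa A3F-eYFP/Vif cells seeded overnight beforehand.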
LDHA inh: qHTS assay for inhibitors of human lactate dehydrogenase | activity change, % (values are at about 110 or 230 µM) | 0.15% of 480,000 active | L-lactate dehydrogenase A chain (Homo sapiens), P00338 | AID 1347041, 2019 | purified LDHA, NADH/diaphorase-resazurin fluorescence; hits give low values; in the data active = activity change below about -30%; inconclusive = mostly about -25% to -30%;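 also: plate controls were DMSO wells for no effect and wells without enzyme for full effect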
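LDH5 2 nM; NADH 0.06 mM, pyruvate 0.2 mM; 200 mM Tris pH 7.4, EDTA, Tween-20; 5 min RT. Detection: diaphorase 0.133 mg/mL + resazurin 37 µM, fluorescence ex540/em590 at 0 and 20 min; normalized to enzyme-free and DMSO wells.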
TrxR1 substrate: qHTS Assay for Substrates of Mammalian Selenoprotein Thioredoxin Reductase 1 (TrxR1): qHTS; Potency, µM (series often up to 114 µM), inactives show at the top dose activity change, negative = substrate turnover; Thioredoxin reductase 1, cytoplasmic (Rattus norvegicus), O89049; 0.01% of 390,000 active; AID 588456, 2011; purified TrxR1 substrate turnover, NADPH consumption readout; also: potency is read from the fitted curve at half-maximal effect; % is scaled to controls: 0 for no effect and ±100 for the full control effect; nearly all actives have a fitted effect of over 50% in size
Target sequence (O89049 whole entry, looked up): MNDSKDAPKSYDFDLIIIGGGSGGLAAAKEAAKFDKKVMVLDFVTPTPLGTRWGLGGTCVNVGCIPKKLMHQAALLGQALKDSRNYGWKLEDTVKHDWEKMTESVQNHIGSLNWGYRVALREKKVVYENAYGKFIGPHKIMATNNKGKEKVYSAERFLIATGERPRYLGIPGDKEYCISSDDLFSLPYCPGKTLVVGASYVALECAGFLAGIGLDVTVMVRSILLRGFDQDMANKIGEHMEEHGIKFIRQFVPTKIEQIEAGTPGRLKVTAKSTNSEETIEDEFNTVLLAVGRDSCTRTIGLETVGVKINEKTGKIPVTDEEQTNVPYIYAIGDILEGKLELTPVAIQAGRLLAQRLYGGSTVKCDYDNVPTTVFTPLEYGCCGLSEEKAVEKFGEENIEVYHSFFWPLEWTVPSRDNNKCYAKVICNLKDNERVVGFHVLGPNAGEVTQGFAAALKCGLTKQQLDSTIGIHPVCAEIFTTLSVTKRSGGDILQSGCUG
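Rat TrxR1, dispensed at 90 nM, was prereduced with 400 uM NADPH (final) for 5 min at ~22 deg C, then incubated with compound 15 min before 400 uM selenite. A first-read NADPH fluorescence drop versus no-compound background flagged substrates.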
RGS4 inh: Inhibitors of Regulator of G Protein Signaling (RGS) 4: qHTS; Regulator of G-protein signaling 4 (Homo sapiens), P49798; Transcreener GDP fluorescence polarization, RGS4-accelerated GTP hydrolysis; Potency, µM (top dose mostly 114 µM), inactives show at the highest dose activity change, negative = inhibition, usual class: inhibitors; 0.039% of 390,000 active; AID 504845, 2011; also: potency is read from the fitted curve at half-maximal effect; % is scaled to controls: 0 for no effect and ±100 for the full control effect; nearly all actives have a fitted effect of over 75% in size; some results filed as inactive show a strong effect at the top dose
Target sequence (P49798 whole entry, looked up): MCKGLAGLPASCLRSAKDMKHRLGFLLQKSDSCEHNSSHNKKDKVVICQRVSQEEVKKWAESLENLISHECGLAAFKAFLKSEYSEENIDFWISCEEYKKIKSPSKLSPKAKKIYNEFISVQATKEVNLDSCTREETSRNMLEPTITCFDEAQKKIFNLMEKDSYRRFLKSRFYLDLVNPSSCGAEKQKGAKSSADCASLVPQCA
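MLSMR compounds (23 nl, pin-transferred) preincubated 10 min at room temperature with a 500nM (2x) first reagent, then RGS4 at 900nM (2x) plus Transcreener GDP mix added; fluorescence polarization (620/688 nm) read before and after 90 min at 30 °C.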
Vif-APOBEC3G blk: qHTS for Inhibitors of Vif-A3G Interactions: qHTS; HeLa A3G-eYFP + Vif (tagged APOBEC3G with the HIV-1 protein that degrades it), YFP fluorescence, overnight; 0.076% of 410,000 active; Potency, µM (highest dose often 46.1 µM), without a hit: top-dose activity, negative = active, actives largely listed as inhibitors; AID 602310, 2012;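 also: potency is read from the fitted curve at half-maximal effect; % is scaled to controls: 0 for no effect and ±100 for the full control effect; nearly all actives have a fitted effect of over 60% in size; hits raise eYFP signal because A3G escapes Vif-driven loss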
Target sequence (Q9HC16 whole entry, looked up): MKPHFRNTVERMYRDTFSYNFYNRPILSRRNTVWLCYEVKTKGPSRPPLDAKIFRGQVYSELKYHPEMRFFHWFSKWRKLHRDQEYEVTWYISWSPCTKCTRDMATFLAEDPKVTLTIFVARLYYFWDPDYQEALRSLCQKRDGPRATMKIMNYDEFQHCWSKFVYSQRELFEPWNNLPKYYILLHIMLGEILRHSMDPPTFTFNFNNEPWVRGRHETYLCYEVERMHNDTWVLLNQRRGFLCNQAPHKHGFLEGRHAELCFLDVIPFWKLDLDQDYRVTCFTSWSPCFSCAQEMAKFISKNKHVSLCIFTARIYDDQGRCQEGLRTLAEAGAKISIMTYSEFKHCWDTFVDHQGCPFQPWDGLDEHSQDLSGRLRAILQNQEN
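Read-out is eYFP fluorescence (Ex 488/Em 500-530) from Vif-expressing HeLa A3G-eYFP cells; more signal means A3G escaped Vif-mediated degradation. Cells plated overnight, compound pinned in, incubated overnight at 37 deg C.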
Glioma ERSR ind: qHTS for Inducers of the Endoplasmic Reticulum Stress Response (ERSR) in Human Glioma: qHTS | U87-MG GRP78 promoter luciferase reporter, 16 h | Potency, µM, for the others: at the highest dose activation, actives largely listed as activators | 0.02% of 420,000 active | AID 602332, 2012; also: potency is read from the fitted curve at half-maximal effect; series mostly up to about 76 µM; % of control where 0% means no effect; nearly all actives have a fitted effect of over 35% in size
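Stably transfected U87-MG glioma cells carrying a GRP78-based luciferase sensor; 16 h compound incubation. Luminescence end-point read 10 min after Bright-Glo addition at room temperature.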
USP1-UAF1 inh: Inhibitors of USP1/UAF1: Primary Screen | Ubiquitin carboxyl-terminal hydrolase 1 (Homo sapiens), O94782 | 0.23% of 390,000 active | AID 743255, 2014 | recombinant USP1/UAF1, Ub-Rhodamine cleavage fluorescence | Potency, µM (titrated, usually from 57.1 µM), for the others: top-dose activity change, negative = inhibition, most hits filed as inhibitors; also: potency is read from the fitted curve at half-maximal effect; % is scaled to controls: 0 for no effect and ±100 for the full control effect; nearly all actives have a fitted effect of over 60% in size; inactives centre near -12
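In this screen, compounds sit with the deubiquitinase complex (1nM) for 15 min at room temperature before Ub-Rho is added at 150nM final. Fluorescence rise is then followed for 6 reads every 60 seconds.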
rTrxR1 inhibitor: qHTS Assay for Inhibitors of Mammalian Selenoprotein Thioredoxin Reductase 1 (TrxR1): qHTS. Thioredoxin reductase 1, cytoplasmic (Rattus norvegicus), O89049. recombinant rTrxR1, NADPH fluorescence consumption, selenite substrate. Potency, µM (top dose mostly 114 µM), without a hit: top-dose activity change, negative = inhibition, most hits filed as inhibitors. 1% of 390,000 active. AID 588453, 2011; also: potency is read from the fitted curve at half-maximal effect; % is scaled to controls: 0 for no effect and ±100 for the full control effect; nearly all actives have a fitted effect of over 65% in size
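Rat TrxR1 (90 nM in the dispensed reagent) was pre-reduced with 400 uM NADPH for 5 min at room temperature, then incubated with compound for 15 min. After 400 uM selenite was added, NADPH fluorescence (Ex 340/Em 450 nm) was followed for 8 min.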
IDH1 R132H inh: qHTS for Inhibitors of mutant isocitrate dehydrogenase 1 (IDH1): qHTS. Isocitrate dehydrogenase [NADP] cytoplasmic (Homo sapiens), O75874. 0.093% of 390,000 active. Potency, µM (series often up to 76.6 µM), for inactives: at the top dose activity change, negative = inhibition, most hits filed as inhibitors. IDH1-R132H enzyme, NADPH consumption, diaphorase/resazurin fluorescence; also: potency is read from the fitted curve at half-maximal effect; % is scaled to controls: 0 for no effect and ±100 for the full control effect; nearly all actives have a fitted effect of over 65% in size
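IDH1-R132H (0.5 ug/mL) preincubated 30 min with compound, then NADPH (0.016 mM) and alpha-KG (2 mM) added; 80 min at RT, pH 7.5. Remaining NADPH coupled via diaphorase/resazurin to fluorescence (540/590 nm); concentration-response curves normalized to no-enzyme control.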
Numbers without * were called inactive; ? = inconclusive; . = not tested or not shown; [ ] = dose if it differs, or a comment. Unless noted, calls follow the shape of the dose curve; as a rule, active = well fitted curve in the direction sought with a large enough effect; inconclusive = small, poorly fitted or top-dose-only effect, or another doubt; inactive = no such curve, though single readings can be large; an effect the other way counts as inactive or inconclusive. Some of the compounds tested. The share of hits here may be higher or lower than overall.

compound	Vif-APOBEC3F blk	LDHA inh	TrxR1 substrate	RGS4 inh	Vif-APOBEC3G blk	Glioma ERSR ind	USP1-UAF1 inh	rTrxR1 inhibitor	IDH1 R132H inh
CC1(C(=O)NCc2cccnc2)CCC(=O)N1CCc1ccccc1 (stereo not given)	0%	-1	7%	2%	3%	-4%	-20%	3%	15%
CCOc1ccc(NC(=O)Nc2cccc(C(=O)O)c2)cc1	-9%	-4	14%[57.1 µM]	-35%	2%	-12%	-10%	36%[57.1 µM]	0%
Cc1nn(-c2ccccc2)c2c1C1(C(=O)N(C)c3ccccc31)C(C#N)=C(N)O2 (stereo not given)	1%	40	-4%	-20%	4%	-2%	-13%	11%	-1%
COc1ccccc1C1NC(=O)NC(C)=C1C(=O)OCC1CCCCC1 (stereo not given)	-6%	2	.	.	-11%	-2%	-3%	.	2%
CCC1CCCCN1CC(C)(C)NS(=O)(=O)c1ccccc1 (stereo not given)	25%	-18	3%	13%	1%	0%	-15%	16%	4%
Cc1csc(SCC(=O)Nc2nccs2)n1	-14%	-8	-2%	5%	0%	-2%	-11%	11%	2%
CCOC(=O)c1sc(N2C(=O)C(O)=C(C(=O)c3ccc(C)o3)C2c2cccc([N+](=O)[O-])c2)nc1C (stereo not given)	-4%	2	-2%	-18%	0%	-1%	?	-13%	-10%
CC1(C)CC(NC(=O)c2ccccc2C(=O)NC2CC(C)(C)NC(C)(C)C2)CC(C)(C)N1	7%	-2	-6%	3%[11.4 µM]	3%	-5%	-26%	-3%	0%

Continued:
compound	Vif-APOBEC3F blk	LDHA inh	TrxR1 substrate	RGS4 inh	Vif-APOBEC3G blk	Glioma ERSR ind	USP1-UAF1 inh	rTrxR1 inhibitor	IDH1 R132H inh
COc1ccc([N+](=O)[O-])cc1NC(=O)C(C)OC(=O)c1cccnc1 (stereo not given)	2%	-2	-6%	22%	2%	-3%	-10%	4%	-5%
CCOC(=O)c1c[nH]c2c3c(ccc2c1=O)CCCC3	-20%	11	0%	0%	-17%	4%	-15%	2%	9%
COc1ccccc1C(=O)N/C(=C/c1ccc(Br)cc1)C(=O)NCCCn1ccnc1	3%	-3	-5%	5%	-1%	-3%	-6%	-2%	-17%
O=C(O)c1cccc(-n2cnnn2)c1	7%	1	-1%	-22%	-5%	-5%	10%	-8%[57.1 µM]	4%
CCCCn1c(N)c(N(CC(C)C)C(=O)CCS(=O)(=O)c2ccc(C)cc2)c(=O)[nH]c1=O	2%	-4	-7%	-46%	0%	-2%	-15%	2%	1%
COC(=O)c1ccc(CSc2nnc(-c3ccncc3)n2Cc2ccccc2)o1	-5%	1	6%	9%[11.4 µM]	1%	1%	-8%	-4%	0%
Cc1nn(CCCC(=O)O)c(C)c1[N+](=O)[O-]	-1%	-3	0%	18%	0%	-3%	-21%	9%	0%
CCOc1ccc(CC(=N)C2=C(O)CC(C)(C)CC2=O)cc1OCC	-8%	-4	-2%[57.1 µM]	-16%	0%	-2%	-15%	-3%[57.1 µM]	3%

The list goes on.
compound	Vif-APOBEC3F blk	LDHA inh	TrxR1 substrate	RGS4 inh	Vif-APOBEC3G blk	Glioma ERSR ind	USP1-UAF1 inh	rTrxR1 inhibitor	IDH1 R132H inh
COc1ccc(NC(=O)CS(=O)CC(=O)NCc2cccc(C(F)(F)F)c2)cc1 (stereo not given)	-5%	-6	6%	-5%	0%	-4%	-18%	24%	0%
CCOc1cc(C=O)ccc1OCC(=O)N1CCCC1	-1%	1	0%	-25%	1%	-2%	-25%	8%	-2%
Cc1ccc2c(c1)sc1nc(=O)ccn12	7%	-3	13%	-49%[56.9 µM]	4%	5%	-6%	15%	-11%
CCc1noc(C)c1C(=O)N(CC(C)C)c1c(N)n(Cc2ccccc2)c(=O)[nH]c1=O	8%	1	0%	-4%	-2%	5%	-17%	-3%	9%
CCOc1ccccc1-n1c(SCC(=O)NC)nnc1-c1ccco1	-12%	-17	8%	20%	0%	-2%	-1%	2%	2%
COc1ccc(NCC(=O)N/N=C/C=C/c2ccccc2[N+](=O)[O-])cc1	8%	3	7%[57.1 µM]	-22%	1%	0%	-4%	11%[57.1 µM]	0%
CCN(CC)S(=O)(=O)c1cccc(C(=O)N[C@H](C(=O)OCC(N)=O)C(C)C)c1	-7%	-5	1%	29%	2%	-7%	7%	16%	-2%
CCCN(CCC)CC(C)(C)NS(=O)(=O)c1ccc(Cl)cc1	-4%	-15	-2%	-2%	8%	-3%	-13%	10%	-8%

(listing goes on)
compound	Vif-APOBEC3F blk	LDHA inh	TrxR1 substrate	RGS4 inh	Vif-APOBEC3G blk	Glioma ERSR ind	USP1-UAF1 inh	rTrxR1 inhibitor	IDH1 R132H inh
CCOC(=O)c1ccc(S(=O)(=O)NNC(=O)Cc2csc(C)n2)cc1	3%	-4	2%	18%	3%	-3%	-14%	20%	8%
Cc1onc(-c2ccccc2)c1C(O)c1ccc(F)cc1 (stereo not given)	-7%	-5	-8%	11%	-1%	-1%	-23%	5%	8%
O=C(Cn1ccc2ccccc2c1=O)N1CCN(Cc2ccc3c(c2)OCO3)CC1	2%	-1	9%	-6%	-4%	-3%	-16%	6%	6%
CCOc1ccc(CCNC(=O)CCCn2nc(C)c3sc4ccccc4c3c2=O)cc1	5%	-8	35%	-3%	-3%	-3%	-20%	50%[activator]	3%
CCOc1ccc(N/C=C/C(=O)c2cc(OC)c(OC)c(OC)c2)cc1	-1%	2	-8%	43%	?	3%	-3%	12%	5%
CCS(=O)(=O)N1CCC(C(=O)OCC(=O)c2ccc(Br)cc2)CC1	2%	-2	-5%	-36%	2%	3%	-12%	0%	0%
CCOc1ccccc1C(=O)Oc1c(S(=O)(=O)c2ccc(C)cc2)c(C)nn1-c1ccccc1	-19%	-1	9%	-5%	?	0%	?	23%	11%
CCOC(=O)c1c(NC(=S)Nc2cccc(C)c2)sc2c1CC(C)(C)SC2	1%	-1	-5%	-13%	-2%	1%	-25%	?	1%

Next records follow:
compound	Vif-APOBEC3F blk	LDHA inh	TrxR1 substrate	RGS4 inh	Vif-APOBEC3G blk	Glioma ERSR ind	USP1-UAF1 inh	rTrxR1 inhibitor	IDH1 R132H inh
O=C(C1CCCO1)N1CCN(C(=S)Nc2cc(F)cc(F)c2)CC1 (stereo not given)	-1%	-8	-7%	7%	-1%	-5%	-11%	-16%	4%
N#Cc1cc(-c2ccccc2)nnc1Sc1ccc(Cl)cc1	4%	-10	7%[57.1 µM]	4%	-5%	0%	-15%	11%[57.1 µM]	-2%
CCn1nc(C)cc1C(=O)N1CCCC(CCC(=O)NCc2ccccc2F)C1 (stereo not given)	2%	-3	-11%	14%	1%	-2%	-16%	-6%	1%
COc1ccc(N2C(=O)CC(Sc3nccc(C)n3)C2=O)c(OC)c1 (stereo not given)	-2%	-2	.	.	0%	1%	-21%	.	2%
O=C(COC(=O)c1ncc(Cl)c(Cl)c1Cl)c1ccc(Cl)s1	-9%	-4	-5%	19%	-2%	-6%	-12%	6%[57.1 µM]	-5%
CCCN(CCC)CCOc1cc(C)ccc1C(C)C	-7%	-13	-6%	-3%	-6%	-4%	-20%	3%	9%
O=C(/C=C/c1ccco1)NC(=S)Nc1ccccn1	0%	2	4%[57.1 µM]	-25%	-8%	3%	-12%	?	5%
CCOC(=O)c1c(NC(=O)C(C)Oc2ccc(Cl)c(C)c2)sc2c1CCCC2 (stereo not given)	-4%	1	5%	?	0%	-4%	12%	6%	-11%

(list continues)
compound	Vif-APOBEC3F blk	LDHA inh	TrxR1 substrate	RGS4 inh	Vif-APOBEC3G blk	Glioma ERSR ind	USP1-UAF1 inh	rTrxR1 inhibitor	IDH1 R132H inh
CC(C)[C@@H]1NC(=O)N(c2ccc(Oc3ccccc3)cc2)C1=O	1%	-3	8%[57.1 µM]	0%	-7%	4%	-4%	1%[57.1 µM]	1%
O=[N+]([O-])c1cc([N+](=O)[O-])c2cc3ccccc3nc2c1	-17%	8	4%	?	5%	-6%	-18%	45µM*	6%
CCN(CC(=O)Nc1ccc(NC(C)=O)cc1)C(=O)c1ccc(N2CCCC2)c([N+](=O)[O-])c1	10%	-1	-14%	-6%	1%	0%	?	-7%	4%
Cc1ccc(NC(=O)/C(C#N)=C/c2ccc(C)o2)cc1	.	-7	-3%	-9%	.	.	?	6%	.

Screens (PubChem BioAssay)
